Cav32 inh = inhibitors of human Cav3.2 T-type calcium channel. AID 449739. O95180. Cav3.2-expressing cells, Fluo-4 calcium fluorescence FDSS; active compounds read low. 100,000 compounds, 4% hits. B-score at 10 µM;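 active = single-dose well whose peak fluorescence ratio is a statistical outlier from its plate by either plate-standardised score or position-corrected B-score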
Starred values were filed as active, the others as inactive. A portion of the library; rates above refer to the full screens.

SMILES	Cav32 inh
c1ccc2c(c1)ccc1nnc(-c3ccc4c(c3)OCO4)n12	-0.265
O=C(CCS(=O)(=O)c1ccc(Br)s1)NC1CCCCCC1	0.165
CC(C)OC(=O)c1c(NC(=O)Cn2cnc([N+](=O)[O-])n2)sc2c1CCCC2	-0.206
O=C(O)C(C(=O)/C=C/c1ccco1)=C1SCCS1	1.06
COc1ccccc1OCCCn1c(=O)sc2ccccc21	-1.97
O=C(NNS(=O)(=O)c1ccccc1)c1sccc1-n1cccc1	0.116
COC(=O)c1cc(C#N)c(N(C)Cc2ccccc2)nc1C	-0.27
O=S(=O)(NCC(c1cccnc1)N1CCN(c2ccc(F)cc2)CC1)c1cccs1 (stereo unspecified)	1.14
Cc1ccc(NC(=O)NCCCc2ccccc2)cc1	-1.01
CN(C)c1oc(-c2ccc(OCc3ccc(Cl)cc3)cc2)nc1C#N	0.013
Cc1cc(Nc2ccc(Br)cc2F)n2nc(C)nc2n1	0.067
Cc1ccc(-n2c(C)cc(C(=O)CSc3nncs3)c2C)cc1	-1.88
CCOC(=O)c1cc2ccc(OC(=O)c3ccco3)cc2oc1=O	-0.653
Cc1nc(N)sc1-c1csc(Nc2ccccn2)n1	-1.3
COc1ccc(-c2cc(C(=O)OC3CCOC3=O)c3ccccc3n2)cc1OC (stereo unspecified)	-0.451
Cc1ccc(S(=O)(=O)n2ccc(-c3cccc(OCc4c(F)cccc4Cl)c3)n2)cc1	-0.809
Clc1ccccc1/C=N/c1cc(-c2ccccc2)nn1-c1ccccc1	-1.21
CC(=O)Nc1ccc(N2CCN(C(C)=O)CC2)cc1	0.499
Cc1cnc(NC(=O)C2CCCC2)s1	0.563
O=C(O)c1cc2nc(-c3ccc(F)cc3)cc(C(F)(F)F)n2n1	1.12
Cc1ccc(F)c(C2C3C=CCC(c4cccc(-c5ccc(N(C)C)cc5)c4)C3C(=O)N2Cc2ccccc2)c1 (stereo unspecified)	0.843
COC(=O)CCCC1=CC2=C(c3ccccc3)C(=O)C(C)(OC(=O)C3CCCC3)C(=O)C2=CN1Cc1ccc(OC)cc1 (stereo unspecified)	-0.0201
COc1cc(C2c3c(n[nH]c3C)C(=O)N2c2ccc(C)cc2)ccc1O (stereo unspecified)	0.798
Cn1cc(NC(=O)c2cc(NC(=O)c3cc(NC=O)cn3C)cn2C)cc1C(=O)NCCC(=N)N	1.8
CC(=O)Oc1ccc(NC(=O)CCC2CCCCC2)c(C(=O)O)c1	-0.932
COc1ccc(Cc2nc(-c3ccccn3)no2)cc1	-0.195
CCOC(=O)c1ccc(NC(=O)c2nn(C)cc2Br)cc1	-0.303
O=C(C1CN(S(=O)(=O)c2ccccc2)CCN1S(=O)(=O)c1ccccc1)N1CCCCCC1 (stereo unspecified)	-0.159
COc1ccccc1C(=O)n1nc(-c2ccccc2)nc1N	-0.284
CCC1Oc2nc(SC)nnc2-c2ccccc2N1C(=O)c1ccccc1 (stereo unspecified)	1.61
COc1ccc(Cn2cnc3c(NS(C)(=O)=O)c(C)c(C)cc32)cc1	-3.16
O=C(c1ccco1)N1CCN(C(=O)C2CCCc3c2[nH]c2ccc(Cl)cc32)CC1 (stereo unspecified)	-1.79
COC(=O)C1(C(=O)OC)NOC2C(=O)N(c3ccccc3)C(=O)C21 (stereo unspecified)	0.558
COc1ccccc1CC(NC(C)=O)C(=O)N1CCN(C(=O)Nc2ccccc2Cl)CC1 (stereo unspecified)	-1.24
CC#CCCCC(=O)Nc1cccc(C(=O)O)c1	0.86
CCN(CC)C(=O)CSc1nnc(-c2ccc(S(=O)(=O)N3CCCC3)cc2)o1	-0.0182
Cc1nnc(NC(=O)CSc2nnc(-c3ccc(S(=O)(=O)N4CCCC4)cc3)n2C)s1	0.0617
O=S(=O)(Nc1cccnc1Cl)c1ccc2c(c1)OCCO2	0.435
c1ccc2c(c1)oc1c(Nc3ccc4c(c3)OCCO4)ncnc12	0.178
Cc1cc(NCC(C)C)n2ncnc2n1	0.304
Fc1ccc(NC(=S)Nc2ccc(F)c(Cl)c2)cc1Cl	-4.1*
COc1ccc(C)cc1S(=O)(=O)N1CCCCC1	0.774
CCc1ccc(NC(=O)CSc2nnc(CC)c(CC)n2)cc1	-0.253
CSc1cccc(NC(=O)C2CCCN2S(=O)(=O)c2ccc3c(c2)CCC(=O)N3)c1 (stereo unspecified)	0.241
Nc1c(C(=O)c2ccc(F)cc2)oc2ccccc12	-0.0601
CCOC(=O)c1cc(-c2ccccc2)sc1NC(=O)C(C)(C)C	0.322
C=CCSC1=C(C#N)C(c2ccccc2OCC)C(C#N)C(=O)N1 (stereo unspecified)	-0.0545
CCCc1nc(N)sc1C(=O)OCC	0.382
COc1cccc(N2C(=O)CC(N3CCN(S(=O)(=O)c4ccccc4)CC3)C2=O)c1 (stereo unspecified)	-0.94
COc1c(Cl)cc(Cl)cc1CNCCNCCO	0.291

Following part
SMILES	Cav32 inh
Cc1cccc(C(=O)NC(=S)Nc2ccc(S(=O)(=O)N3CCN(C)CC3)cc2)c1	0.439
O=S(=O)(NCCCN1CCN(c2ccccc2F)CC1)c1cccc2cccnc12	-0.331
Cc1ccc(C)c(N(CC(=O)NC2CCCC2)C(=O)c2cc3cc4cc(C)ccc4nc3s2)c1	-1.61
S=c1[nH]nc(C23CC4CC(CC(C4)C2)C3)n1Cc1ccco1	-2.18
CCC(C(=O)NC(C)CCc1ccco1)n1nc(C)n2c(cc3occc32)c1=O (stereo unspecified)	1.86
O=C(Nc1ccc(-c2csc(Nc3ccccc3)n2)cc1)c1cc([N+](=O)[O-])cc(C(F)(F)F)c1	-2.27
COC(=O)c1c(NC(=O)CCCC(=O)O)sc2c1CCC2	1.81
O=C(CSc1nnc2scc(-c3ccccc3)n12)c1ccc2c(c1)OCCO2	0.678
Cc1cc(NC(=O)CSc2nnc(COc3cccc(C)c3C)n2Cc2ccco2)no1	-1.04
CCCS(=O)(=O)N1CCCC(C(=O)NCCN2CCOCC2)C1 (stereo unspecified)	-0.941
Cc1ccc(OCC(=O)Nc2ccc3c(c2)nc2n3CCOC2)cc1	-0.57
COc1ccc(CC(=O)NC(CC(=O)O)c2ccc(OC)cc2)cc1 (stereo unspecified)	-0.568
Cc1cc(C)cc(OCC(=O)Nc2ccc3c4c(cccc24)CC3)c1	0.174
CCCCNC(=O)COC(=O)c1ccc(Cl)c(S(N)(=O)=O)c1	-0.586
Cc1[nH]c(=O)[nH]c(=O)c1S(=O)(=O)NCCOC12CC3CC(CC(C3)C1)C2	-0.0279
O=C(c1ccc(OCCN2CCCCC2)cc1)c1c(-c2ccc(O)cc2)sc2cc(O)ccc12	-0.101
Cc1nnc(SCC(=O)N2CCC(Cc3ccccc3)CC2)n(N)c1=O	-0.426
COc1ccc(CC(C)N2CCN(c3cccc(C(F)(F)F)c3)CC2)cc1OC (stereo unspecified)	-1.47
O=c1c(-c2ccccc2)coc2cc(O)ccc12	1.09
C=CCNC(=O)C1CCN(S(C)(=O)=O)CC1	0.872
O=S(=O)(NCc1csc(-c2cccnc2)n1)c1ccc(Cl)s1	-0.112
Cc1ccc(C(=O)O/N=C2\CC3CCC2(C)C3(C)C)cc1 (stereo unspecified)	-2.33
COc1cccc(N2CCN(C3CC(=O)N(c4cccc(Cl)c4)C3=O)CC2)c1 (stereo unspecified)	-0.217
COC(=O)c1ccc(CSc2nc(-c3ccco3)cc(C(F)(F)F)n2)o1	-0.445
O=C(NCC(=O)N1CCCC1C(=O)O)OC1CCCCC1 (stereo unspecified)	-0.0298
Cc1cc(C)c2c(CN3CCN(Cc4ccc5c(c4)OCO5)CC3)cc(=O)oc2c1	-0.398
CC1(C)CC(=O)C(/C=N/c2ncccc2C(=O)O)=C(O)C1	0.22
CCOc1ccc(/C=c2\sc3nc(-c4ccco4)nn3c2=O)cc1OCC	-1.21
O=C(Nc1ncc(Cc2cccc(Cl)c2Cl)s1)c1ccc([N+](=O)[O-])cc1	-0.948
Cn1c(N)c(C(=O)COC(=O)C2(c3ccccc3F)CCCC2)c(=O)n(C)c1=O	-1.49
COc1cc(C(=O)Nc2ccc(Br)cc2C(=O)c2cc(OC)c(OC)c(OC)c2)cc(OC)c1OC	0.244
O=C(NCCO)c1cc2c(s1)CCC2	0.88
O=C(c1ccc(CS(=O)(=O)c2ccc(Br)cc2)o1)N1CCCCCC1	-0.387
CCOC(=O)N1CCC(NC(=O)c2ccc3c(c2)N(C)CCS3)CC1	0.8
CN(C)C(=O)C(CCN1CCC(O)(c2ccc(Cl)cc2)CC1)(c1ccccc1)c1ccccc1	-4.63*
COC(=O)c1ccc(OC)cc1OCC(=O)N1CCN(c2ccc(F)cc2)CC1	0.0294
COc1ccccc1S(=O)(=O)n1cc(Cc2ccccc2)c(N)n1	-0.376
Cc1cc(NC(=O)CCSc2nc(-c3ccco3)cc(C(F)(F)F)n2)n(-c2ccccc2)n1	-4.06
COc1ccc(OC)c(NC(=S)N2CCN(c3ccccn3)CC2)c1	1.17
Cc1[nH]nc(-c2ccc(OCc3cnn(-c4ccccc4)c3)c(C)c2O)c1Oc1ccccc1	0.979

Part of the list above in order of count of non-hydrogen atoms, low to high:
SMILES	Cav32 inh
O=C(NCCO)c1cc2c(s1)CCC2	0.88
Cc1ccc(C(=O)O/N=C2\CC3CCC2(C)C3(C)C)cc1 (stereo unspecified)	-2.33
O=S(=O)(NCc1csc(-c2cccnc2)n1)c1ccc(Cl)s1	-0.112
COc1ccccc1S(=O)(=O)n1cc(Cc2ccccc2)c(N)n1	-0.376
CCOC(=O)N1CCC(NC(=O)c2ccc3c(c2)N(C)CCS3)CC1	0.8
O=C(Nc1ncc(Cc2cccc(Cl)c2Cl)s1)c1ccc([N+](=O)[O-])cc1	-0.948
CCOc1ccc(/C=c2\sc3nc(-c4ccco4)nn3c2=O)cc1OCC	-1.21
COc1cccc(N2CCN(C3CC(=O)N(c4cccc(Cl)c4)C3=O)CC2)c1 (stereo unspecified)	-0.217
Cn1c(N)c(C(=O)COC(=O)C2(c3ccccc3F)CCCC2)c(=O)n(C)c1=O	-1.49
Cc1cc(C)c2c(CN3CCN(Cc4ccc5c(c4)OCO5)CC3)cc(=O)oc2c1	-0.398
Cc1cc(NC(=O)CCSc2nc(-c3ccco3)cc(C(F)(F)F)n2)n(-c2ccccc2)n1	-4.06
Cc1[nH]nc(-c2ccc(OCc3cnn(-c4ccccc4)c3)c(C)c2O)c1Oc1ccccc1	0.979
COc1cc(C(=O)Nc2ccc(Br)cc2C(=O)c2cc(OC)c(OC)c(OC)c2)cc(OC)c1OC	0.244

The results go on.
SMILES	Cav32 inh
CNc1cnn(-c2ccc(C)cc2)c(=O)c1Cl	0.346
CCCn1c(=O)n(C)c(=O)c2c(SCc3cc(C(C)=O)ccc3OCC)nc(C3CC3)nc21	-0.948
CC(C)(C)NC(=O)CN1CCC(O)(c2ccccc2)CC1	0.836
COc1ccc(N(CC(=O)Nc2cccc(C)c2C)S(=O)(=O)c2c(C)n[nH]c2C)cc1	-0.353
O=C(c1ccccc1Cl)N1CCc2ccccc2C1	0.364
Cc1ccc(NC(=O)Cn2nc(C)c3ccccc3c2=O)cc1F	-0.156
CCOC(=O)c1oc2nc(C)c3c(c2c1N)CC(C)(C)OC3	-0.153
COc1ccc(-c2c(C)oc3c(CN4CCCCC4C)c(O)ccc3c2=O)cc1OC (stereo unspecified)	0.395
COc1ccc(/C=N/NC(=O)CCc2ccccc2)cc1O	0.0324
O=C1CC(N2CCN(c3ccccc3)CC2)C(=O)N1c1ccc2c(c1)OCCO2 (stereo unspecified)	0.387
O=C(CN1c2cccc3cccc(c23)S1(=O)=O)NCc1ccc2c(c1)OCO2	0.0552
O=C(Nc1ccc(Cl)cn1)c1ccc2ccccc2n1	-0.00267
CCc1cc(=O)oc2cc(OC(C)=O)cc(OC(C)=O)c12	0.206
Cc1cc(C)nc(N2CCCC(C(=O)NCc3cccs3)C2)n1 (stereo unspecified)	0.574
Cc1ccc2c(c1)N(C(C)C(=O)NCCc1ccccc1)C(=O)CO2 (stereo unspecified)	-0.00451
CC1(C)CC(=O)C(C=NCC(N)=O)=C(O)C1	-0.127
Nc1ccc(O)c2c1C(=O)c1ccccc1C2=O	-1.03
O=C(O)c1ccc2c(c1)[C@@H]1C=CC[C@@H]1[C@H](c1ccccn1)N2	0.106
CC1CCN(c2oc(-c3ccccc3F)nc2C#N)CC1	-1.16
CCCCNC(=O)CN1C(=O)C(CC)Oc2ccc(Cl)cc21 (stereo unspecified)	-1.29
COc1ccc(Cl)cc1NC(=O)NCCCl	0.479
COC(=O)c1c(NC(=O)c2ccc(Br)s2)sc2c1CCC2	0.391
CC1CN(S(=O)(=O)c2ccc(NC(=O)c3cc(-c4ccccc4O)n[nH]3)cc2)CC(C)O1 (stereo unspecified)	-0.912
O=C(COc1nnc2ccccn12)N1CCN(S(=O)(=O)c2ccccc2)CC1	0.309
CCOC(=O)C1C(=O)NC(C)C1c1ccccc1 (stereo unspecified)	-0.173
COc1ccc(Cl)cc1-c1n[nH]c(=S)n1C1CCCCC1	-5*
CSc1nc2c(c(-c3ccccc3)c1C#N)CCC2	-0.812
C=CCOc1ccc2c(c1)C(=NO)c1cc(OCC=C)ccc1-2	0.509
Cc1cccc(NC(=S)NC(NC(=O)OCc2ccccc2)C(Cl)(Cl)Cl)c1 (stereo unspecified)	-0.449
O=C(CN1C(=O)c2ccccc2S1(=O)=O)NCc1ccccc1Cl	0.614
COC(=O)CN(C(=S)Nc1ccccc1)C1CC(=O)N(c2ccc(OC)cc2)C1=O (stereo unspecified)	1.01
CCCCCSc1nnc(-c2cc(Br)ccc2N)c(=O)[nH]1	-5.03*
FC(F)(F)c1cc(-c2cccs2)nc(-n2cc(Cl)cn2)n1	-2.12
O=C1C=C(O)c2cccc(O)c2C1=O	0.542
Cc1ccc(N(C(=O)Cn2nnc3ccccc32)C(C(=O)NCc2ccco2)c2cccnc2)cc1 (stereo unspecified)	1.39
CCCCN1C(=O)C(O)=C(C(C)=O)C1c1ccc(OC)cc1OC (stereo unspecified)	0.104
CCOC(=O)c1cnc2c(C)cccc2c1NCc1ccco1	1.54
O=C(c1cccc(S(=O)(=O)NCc2ccccc2)c1)N1CCN(Cc2ccccc2)CC1	-1.6

Bioassay records deposited in PubChem BioAssay by Vanderbilt High Throughput Screening Facility.
